# Arr AP2 block: blocks beta-arrestin peptide binding to AP2 adaptin; inhibition, % at 10 µM; FITC-arrestin peptide / GST-AP2 beads, flow cytometry; AP2 beta2 appendage carries R879A mutation; hit rate 0.31% among 340,000; AID 504490;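 active means inhibition above a set limit, near 3 SD of compounds lacking own fluorescence, cut at about 54% in these data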;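 further: plate controls were DMSO wells for no effect and 5 µM unlabelled arrestin peptide for full effect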
#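 Test system: GST-tagged AP2 beta2-adaptin appendage (R879A) on 4 µm glutathione beads; also added: fluorescein-tagged arrestin peptide at 50 nM final; timing: 12 min plus 1 h, RT; signal: flow cytometry, FL1 (488/535 nm); read-out: percent drop in bead-associated FITC signal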
# PKA-R1A activ: activates the PKA-R1A holoenzyme complex; P00514+P68181; PKA-R1A dissociation, Cy5-IP20 fluorescence polarization; scaled: DMSO 0%, 113 µM cGMP 100%; activation, % at 11.4 µM; hit rate 0.083% among 340,000;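 active means percent activation above the mean of all tested compounds plus 3 SD, cut at about 19% in these data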;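 further: higher means more PKAc released from R1A so a rise in polarization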
# MOR-DOR inv ag: inverse agonists of human mu-delta opioid receptor heterodimerization. inhibition, % at 9.3 µM. cell-based MOR-DOR heterodimer luminescence, inverse agonism. hit rate 0.21% among 340,000; in the data active means inhibition above about 22%, passing the limit was not always enough;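 further: 0% = cells with DMSO and 100% = wells without cells with DMSO; values of inactives mirror those of a sister screen read the other way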
# OPRM1-OPRD1 ag: OPRM1-OPRD1 heterodimerization agonism; AID 504326; hit rate 0.3% among 340,000; activation, % at 9.3 µM; P35372+P41143; cells, luminescence; in the data active means activation above about 18%;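 further: 0% = vehicle-treated cells and 100% = reference agonist; values of inactives mirror those of a sister screen read the other way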
# PKA-R2B activ: activates the human PKA-R2B holoenzyme complex; P22694+P31323; PKA-R2B holoenzyme dissociation, Cy5-IP20 fluorescence polarization; R2B truncated from residue 108, S112A mutant; 0% DMSO only, 100% 113 µM cGMP; activation, % at 11.4 µM; hit rate 0.079% among 340,000; AID 504700;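 active means activation above a cutoff set at the mean over all compounds plus 3 SD, cut at about 18% in these data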;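 further: higher means more holoenzyme dissociation and a rise in polarization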
# Target sequence (P31323 whole entry, looked up, other chains not shown, the tested form may be a part): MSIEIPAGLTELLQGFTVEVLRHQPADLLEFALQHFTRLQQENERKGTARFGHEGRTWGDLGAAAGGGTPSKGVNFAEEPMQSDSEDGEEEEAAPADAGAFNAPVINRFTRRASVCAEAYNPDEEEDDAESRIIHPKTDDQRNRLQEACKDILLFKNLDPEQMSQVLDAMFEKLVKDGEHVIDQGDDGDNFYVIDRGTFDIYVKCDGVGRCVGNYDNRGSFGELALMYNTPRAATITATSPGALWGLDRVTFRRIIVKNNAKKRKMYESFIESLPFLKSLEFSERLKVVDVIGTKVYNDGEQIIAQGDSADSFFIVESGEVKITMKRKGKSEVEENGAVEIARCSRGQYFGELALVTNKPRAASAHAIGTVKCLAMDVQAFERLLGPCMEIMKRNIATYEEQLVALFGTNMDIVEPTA
# HTR5A ag ctr: HTR5A agonism, opioid heterodimer counter-screen. P47898. HTR5A agonist assay, luminescence, cell-based. activation, % at 9.3 µM. hit rate 0.61% among 340,000; in the data active means activation mostly above about 9.5%, no sharp cut-off; inactive means mostly below about 7.6%;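 further: 0% = cells with vehicle only and 100% = reference agonist; strong numbers were not always called active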
# DSG3 Ab inh: inhibitors of pemphigus antibody binding to human desmoglein-3; DSG3-coupled beads, scFv-anti-DSG3-GFP binding, flow cytometry; hits give low values; binding (percent of control), % at 10 µM; hit rate 0.48% among 310,000; AID 588358;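 active means binding more than 3 SD below its plate's average and above zero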;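 further: hits lower antibody fragment binding to DSG3; some compounds called inactive have numbers as strong as hits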
# HTR5A inv ctr: HTR5A inverse agonism, opioid heterodimer counter-screen; P47898; HTR5A cell line, luminescence; inhibition, % at 9.3 µM; hit rate 0.083% among 340,000; in the data active means inhibition mostly above about 23%, no sharp cut-off; inactive means mostly below about 18%;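 further: 0% = cells with DMSO and 100% = no-cell wells with DMSO; some compounds called inactive have numbers as strong as hits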
# V-ATPase pHluor: alters yeast V-ATPase proton transport; S. cerevisiae, pHLuorin cytosolic pH fluorescence; response, % at 10 µM; AID 504577; hit rate 0.37% among 350,000; in the data active means response mostly above about 7.3%, no sharp cut-off; inactive means mostly below about 5.4%; further: actives read high; inactives centre near 0; some compounds called inactive have numbers as strong as hits; reference of the scale not given here
# DAGLB inhibitor: diacylglycerol lipase beta (human) inhibition; Q8NCG7; HEK293T DAGLB membrane lysate, EnzChek fluorogenic substrate; inhibition, % at 5.17 µM; hit rate 0.059% among 340,000; in the data active means inhibition above about 34%;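 further: 0% = enzyme with vehicle and 100% = wells lacking enzyme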
# Target sequence (Q8NCG7 whole entry, looked up): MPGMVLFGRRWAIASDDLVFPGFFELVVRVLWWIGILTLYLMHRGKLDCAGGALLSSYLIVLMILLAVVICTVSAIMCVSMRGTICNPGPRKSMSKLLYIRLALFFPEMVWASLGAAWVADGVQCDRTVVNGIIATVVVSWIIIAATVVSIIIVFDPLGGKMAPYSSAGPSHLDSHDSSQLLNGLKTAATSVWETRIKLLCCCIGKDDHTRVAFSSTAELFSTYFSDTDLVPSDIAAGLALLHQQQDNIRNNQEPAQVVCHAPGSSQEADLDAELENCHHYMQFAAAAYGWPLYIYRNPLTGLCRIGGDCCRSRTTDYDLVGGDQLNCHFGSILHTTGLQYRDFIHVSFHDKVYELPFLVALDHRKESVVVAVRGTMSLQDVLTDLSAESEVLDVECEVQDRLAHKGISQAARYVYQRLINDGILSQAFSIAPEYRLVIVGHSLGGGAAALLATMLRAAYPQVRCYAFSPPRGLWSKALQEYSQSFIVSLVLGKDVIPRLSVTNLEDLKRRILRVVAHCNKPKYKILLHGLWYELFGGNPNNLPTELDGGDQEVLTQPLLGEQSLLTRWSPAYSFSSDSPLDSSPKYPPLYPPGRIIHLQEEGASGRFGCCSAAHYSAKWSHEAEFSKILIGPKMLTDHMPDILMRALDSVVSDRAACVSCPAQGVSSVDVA
# Numbers without * were called inactive; . = no result given.
SMILES	Arr AP2 block	PKA-R1A activ	MOR-DOR inv ag	OPRM1-OPRD1 ag	PKA-R2B activ	HTR5A ag ctr	DSG3 Ab inh	HTR5A inv ctr	V-ATPase pHluor	DAGLB inhibitor
Cc1[nH]c2ccccc2c1C(=O)C(=O)NCc1nnnn1-c1ccc(F)cc1	.	6.6	.	.	1.2	.	95.0	.	0.7	-3.1
COCCn1c(SCc2nc3ccccc3c(=O)[nH]2)nc2ccccc2c1=O	15.7	-3.2	6.6	-1.4	9.9	1.6	95.7	-4.4	1.1	3.2
COc1cccc(NC(=O)COC(=O)C2C3CC4OC(=O)C2C4C3)c1 (stereo unspecified)	-8.7	-3.9	-3.2	0.4	7.3	4.1	98.2	-17.5	0.6	-1.1
COc1ccc(C(=O)NNC(=S)NC(=O)/C=C/c2cccs2)cc1	-16.8	-3.6	12.6	-2.2	-18.4	1.1	98.0	-3.0	-2.2	-0.4
Cc1cccc(NC(=O)c2nc(S(=O)(=O)Cc3ccccc3)ncc2Cl)c1	-23.1	1.2	20.9	-4.2	-7.2	0.1	106.1	-0.3	-2.4	0.5
O=C(CSc1nnnn1-c1ccc(Cl)cc1)NC1CCS(=O)(=O)C1 (stereo unspecified)	-5.3	-2.8	15.0	-3.8	-5.4	3.6	97.9	-9.2	-0.5	1.0
COc1ccc(/C=N/NC(=O)c2cccc([N+](=O)[O-])c2)cc1OC	10.0	3.4	2.2	-0.4	2.5	-0.2	102.8	0.6	-4.4	-1.5
NC1=NC(=Nc2ccccc2)c2ccccc21	-5.4	2.7	-0.2	0.0	4.1	2.7	106.8	4.8	0.4	-3.5

# The last 2 records of the section before are carried over, then new ones follow.
SMILES	Arr AP2 block	PKA-R1A activ	MOR-DOR inv ag	OPRM1-OPRD1 ag	PKA-R2B activ	HTR5A ag ctr	DSG3 Ab inh	HTR5A inv ctr	V-ATPase pHluor	DAGLB inhibitor
COc1ccc(/C=N/NC(=O)c2cccc([N+](=O)[O-])c2)cc1OC	10.0	3.4	2.2	-0.4	2.5	-0.2	102.8	0.6	-4.4	-1.5
NC1=NC(=Nc2ccccc2)c2ccccc21	-5.4	2.7	-0.2	0.0	4.1	2.7	106.8	4.8	0.4	-3.5
O=C(NCC1CCCN1S(=O)(=O)c1cccs1)C(=O)Nc1ccccc1Cl (stereo unspecified)	-8.1	0.3	16.4	-3.2	-4.5	-0.4	131.0	1.1	2.6	-1.6
CSc1ncccc1C(=O)NC1CCN(Cc2ccccc2)CC1	-10.3	-15.0	7.5	-1.8	-0.5	-6.0	109.5	15.4	0.1	3.5
NC(=O)NC(=O)COC(=O)CNS(=O)(=O)c1ccc(F)c(F)c1F	-9.2	3.2	2.2	-0.4	1.5	4.3	99.6	-6.4	4.1	-3.4
COc1ccc(OC)c(-n2cnc3cc(C(=O)NCCCN4CCOCC4)ccc32)c1	6.6	-5.2	4.2	-1.0	-6.9	6.2	106.1	-2.0	0.1	-1.2
CC1(c2ccccc2)NC(=O)N(CC(=O)NC(=O)NC2CCCC2)C1=O (stereo unspecified)	21.7	7.0	-1.3	0.2	-0.9	-2.3	100.4	-11.8	-1.9	2.0
CC(C)c1ccc(NC2CCCN(C(=O)CN3CCCCC3=O)C2)cc1 (stereo unspecified)	.	-3.5	.	.	-0.1	.	109.9	.	-0.3	-2.0
CC(C)OC(=O)C(C(=O)C(F)(F)F)c1cc(NS(=O)(=O)c2ccc3ccccc3c2)c2ccccc2c1O (stereo unspecified)	9.2	-10.4	-8.7	1.6	-12.7	2.5	93.7	-6.3	-3.8	3.2
CC(C)NS(=O)(=O)c1cc(C(=O)O)ccc1Cl	4.5	-2.8	15.2	-2.8	-1.3	-0.2	112.6	4.4	-2.1	3.4
O=C(CN(C1CCCCC1)S(=O)(=O)c1ccc(F)cc1)NCC1CCCO1 (stereo unspecified)	3.3	-10.7	-84.8	16.2	-1.9	16.8*	101.2	-61.1	1.3	12.7
CSCCC(NC(=O)c1ccccc1Cl)C(=O)NC1CCN(Cc2ccccc2)CC1 (stereo unspecified)	-8.7	-9.2	20.0	-3.9	-5.0	6.6	114.7	-15.9	-3.5	-0.3
Cc1ccccc1C1N(c2nccs2)C(=O)C2CCCN21 (stereo unspecified)	18.8	-0.9	13.1	-2.6	0.2	-4.7	90.5	11.3	-3.0	1.4
CN(C(=O)COC(=O)c1ccc[nH]c1=O)C1CCCCC1	23.1	-5.7	7.3	-1.4	4.7	4.1	103.2	-1.9	-0.1	-1.3
O=C(Cc1ccc(Cl)cc1)Nc1ccc(S(=O)(=O)N2CCOCC2)cc1	3.5	-1.3	-2.5	0.4	-7.6	-1.6	99.3	7.3	2.3	-1.0
CC(=O)N1C(=O)N(C)C2C1N(C(C)=O)C(=O)N2C (stereo unspecified)	6.3	-11.2	10.7	-1.9	0.1	-2.0	103.3	5.2	-1.1	2.4
COc1ccc(C(=O)NCC(=O)NCc2ccncc2)cc1	-12.2	-8.2	16.1	-3.2	3.9	-0.8	87.2	3.0	-0.7	-0.3
Cc1ccc(C(=O)COC(=O)C2CCC2)cc1	8.7	-0.1	11.0	-2.1	7.7	6.7	92.5	-24.4	-40.2	-6.0
CC(Sc1nc2scc(-c3ccccc3)c2c(=O)[nH]1)C(=O)NC(N)=O (stereo unspecified)	30.0	-12.4	14.4	-2.6	-1.5	0.1	99.2	-0.4	-2.1	1.9
COc1ccc(CNC(=O)C2CCC(CNS(=O)(=O)c3cccc4nsnc34)CC2)cc1 (stereo unspecified)	7.3	11.7	-7.0	1.2	-0.2	-0.2	100.0	0.7	-0.8	0.7
CCOC(=O)c1sc(=S)n(-c2ccc(Cl)cc2)c1SC	3.0	0.2	-10.6	2.0	1.1	-5.2	101.8	13.1	0.5	-6.6
Cc1noc(C)c1COc1ccccc1C(=O)N1CCN(c2cccc(Cl)c2)CC1	-4.3	-6.5	12.4	-2.9	-2.7	-3.6	73.9	8.9	-1.9	0.6
C#CCOCCOCCOCCNc1nc(N2CCN(C(=O)CCCCCCCCCCNC(=O)[C@@H](CCC(=O)O)n3cc(CCCCCN)nn3)CC2)nc(N2CCN(C(=O)CCCCCCCCCCNC(=O)[C@H](CO)n3cc(CCCSC)nn3)CC2)n1	-0.6	-17.9	16.4	-2.8	-3.3	3.4	105.5	-10.0	2.2	-1.1
CCn1c(=O)c(C(=O)NNC(=O)c2ccc(Cl)cc2Cl)c(O)c2ccccc21	-4.0	1.4	9.6	-1.8	4.3	6.0	87.9	-16.1	3.6	4.8
CC(C)(C)OC(=O)NCCCC[C@H](NC(=O)c1nc[nH]c1C(=O)NC(c1ccccc1)c1ccccc1)C(=O)OC(C)(C)C	20.6	0.3	-1.7	0.3	-11.0	3.8	95.5	-37.1	2.4	-8.5
COCc1nnc(NC(=O)c2c(-c3c(Cl)cccc3Cl)noc2C)s1	-12.2	5.7	16.5	-3.1	-0.6	-4.4	114.3	5.7	-1.7	0.0
CCCCN(CCO)c1ncnc2sc(-c3ccccc3)cc12	3.4	1.1	-6.0	1.3	-8.8	1.9	105.4	-6.9	-1.0	-10.6
COc1ccc(NC(=O)CNC(=O)C23CC4CC(CC(C4)C2)C3)c(OC)c1	-12.8	-11.8	6.8	-1.1	-2.2	0.6	101.1	-1.9	2.3	-0.7
Cc1ccc(NC(=O)Cn2nc(C(=O)O)c3ccccc3c2=O)cc1S(=O)(=O)N1CCCCC1	0.8	-0.7	3.6	-0.7	-9.7	4.2	95.9	-16.5	-4.6	0.1
CN(C)S(=O)(=O)c1ccc(C(=O)Nc2ccc(OCC(=O)N3CCOCC3)cc2)cc1	19.9	-7.8	9.1	-1.6	9.9	-3.6	108.7	15.0	-2.3	1.1
O=C(C[C@H]1C[C@H](C(=O)N2CCOCC2)[C@@]2(CCC3CCCC3)c3[nH]c4ccc(Cl)cc4c3CCN2C1=O)NCCN1CCOCC1	-4.6	-1.2	8.3	-1.7	-5.6	6.8	104.5	-24.9	1.1	-3.0
CCCc1cc(=O)[nH]c(SCC)n1	10.2	-1.0	-15.3	2.8	3.6	-0.5	91.0	-11.3	.	4.3
C[C@@H]1CCCCO[C@@H](CN(C)Cc2ccc(C(F)(F)F)cc2)[C@@H](C)CN([C@H](C)CO)C(=O)c2cc(N(C)C)ccc2O1	.	6.6	.	.	-1.1	.	.	.	2.7	-4.3
COC(=O)c1cccc(NC(=O)Nc2ccccc2OC)c1	-5.0	-5.8	-0.5	0.1	-4.5	5.6	103.9	-0.1	1.2	1.1
C[C@H]1CN([C@@H](C)CO)C(=O)CCCn2nncc2CO[C@@H]1CN(C)Cc1ccc(Cl)c(Cl)c1	.	16.5	.	.	11.2	.	100.6	.	0.7	1.2
Cc1ccc(-c2cc(=O)c3cc(F)ccc3[nH]2)cc1	4.5	-2.4	20.6	-3.6	5.5	-1.6	98.5	-14.7	-1.0	0.9
Cc1ccc(CSc2nc3ccncc3[nH]2)cc1	2.8	-6.5	5.4	-0.9	7.6	1.0	106.4	-22.2	0.2	-0.3
CCOC(=O)CCCSc1nc2sc3c(c2c(=O)[nH]1)CCC3	43.0	-1.8	3.7	-0.8	-8.7	2.8	98.6	9.4	-1.6	0.7
CC1CCCCN1S(=O)(=O)c1ccc(C(=O)Nc2nnc(-c3ccncc3)o2)cc1 (stereo unspecified)	7.5	0.4	-12.6	1.8	-5.5	5.6	103.4	-5.4	.	0.2
Cc1ccc(C(=O)NNC(=S)NCC2CCCO2)cc1[N+](=O)[O-] (stereo unspecified)	8.1	-2.7	-7.2	1.8	6.4	-11.1	100.8	28.3	-5.7	-1.8
N#CCCCn1c(O)c(N=NC(=O)C(O)c2ccccc2)c2ccccc21 (stereo unspecified)	3.3	2.3	8.8	-1.8	1.0	-0.8	102.3	2.2	-3.2	0.6
Cc1cc(C)nc(N2CCN(CC(=O)NCc3ccccc3)CC2)n1	-1.1	-8.0	9.9	-1.8	-5.7	-0.8	100.4	-0.3	-2.9	-1.3

# As entered above:
# In DAGLB inhibitor, CC1CCCCN1S(=O)(=O)c1ccc(C(=O)Nc2nnc(-c3ccncc3)o2)cc1 (stereo unspecified) reads 0.2
# In PKA-R2B activ, Cc1ccc(CSc2nc3ccncc3[nH]2)cc1 reads 7.6

# Additional results follow.
SMILES	Arr AP2 block	PKA-R1A activ	MOR-DOR inv ag	OPRM1-OPRD1 ag	PKA-R2B activ	HTR5A ag ctr	DSG3 Ab inh	HTR5A inv ctr	V-ATPase pHluor	DAGLB inhibitor
COC1(OC)N=C(N)C2(C#N)C(c3cccc(Oc4ccccc4)c3)C12C#N (stereo unspecified)	3.6	2.5	-5.0	0.9	6.4	4.4	101.7	-15.9	2.4	-1.6
Cc1ccc(CNC(=O)C2CCC(CNS(=O)(=O)c3cccc4cccnc34)CC2)cc1 (stereo unspecified)	-2.8	0.7	4.7	-0.9	-2.5	-1.6	.	0.8	5.3	0.1
Cc1ccccc1CSc1nc2ccccc2c(=O)[nH]1	5.7	-7.3	8.5	-1.9	-7.6	-0.6	100.9	9.0	-0.9	0.6
COCCn1c(N)c(C#N)c2nc3ccccc3nc21	-6.7	-4.8	10.1	-1.9	0.9	0.8	100.5	0.8	-6.1	-0.4
CC(C)Sc1nnc([C@H](Cc2c[nH]c3ccccc23)NC(=O)OC(C)(C)C)o1	-17.6	-13.4	-9.0	2.1	-8.7	6.8	96.5	-18.6	-1.4	-1.9

# The order is random. Share with any hit: about 2.4%.
